# Screening results deposited in PubChem by Sanford-Burnham Center for Chemical Genomics.
# APOBEC3G inh: blocks human APOBEC3G single-stranded DNA deamination; Q9HC16; AID 493012; inhibition, % at 20 µM; recombinant A3G, ssDNA deamination FAM/TAMRA fluorescence; hit rate 0.28% among 330,000;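 active = inhibition of at least 40% at 20 µM, with no more than 30% in the related APOBEC3A deaminase screen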;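 also: plate controls were DMSO wells with A3G for no effect and wells lacking A3G enzyme for full effect; some compounds called inactive have numbers as strong as hits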
# MIN6 prolif: inducers of beta-cell replication in MIN6 cells; MIN6 cells proliferation, ATPlite luminescence, 48 h; cells starved in 0.2% serum; 100% = growth in 10% serum; proliferation, % at 10 µM; hit rate 0.29% among 330,000; AID 2380;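 active = compounds whose signal lies at least 3.5 SD above the mean of all wells on their plate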;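 also: 0% = DMSO-treated cells in low-serum medium and 100% = 10% serum control; some compounds called inactive have numbers as strong as hits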
# mIAP act: increases mouse intestinal alkaline phosphatase activity; activation factor at 10 µM; AID 2805; hit rate 0.24% among 330,000; muIAP, CDP-Star luminescence, 30 min; hits give high values; 1 = vehicle-only enzyme signal, 0 = enzyme-free wells;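 active = activation factor of at least 2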; also: the source names both 10 and 20 µM as test concentration; values of inactives mirror those of a sister screen read the other way
#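 Assay system: mouse IAP enzyme; reagent: chemiluminescent substrate CDP-Star; dosing: test compounds delivered from DMSO solution; schedule: 30 min at room temperature; measured by: luminescence from enzymatic CDP-Star hydrolysis; controls: DMSO-only wells and no-enzyme negative control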
# SENP1 inh: blocks the human SENP1 SUMO protease catalytic domain. Q9P0U3. recombinant SENP1 catalytic domain, CyPet-SUMO1-YPet FRET cleavage. inhibition, % at 10 µM. hit rate 0.21% among 360,000;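 active = inhibition at least 30% at 10 µM, raw YFP signal under a set limit, fluorescence ratio 0.5 to 1.5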;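 also: 0% = enzyme with DMSO and 100% = no enzyme wells; some results filed as inactive read as strong as hits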
# Target sequence (Q9P0U3 419-644 limits assumed): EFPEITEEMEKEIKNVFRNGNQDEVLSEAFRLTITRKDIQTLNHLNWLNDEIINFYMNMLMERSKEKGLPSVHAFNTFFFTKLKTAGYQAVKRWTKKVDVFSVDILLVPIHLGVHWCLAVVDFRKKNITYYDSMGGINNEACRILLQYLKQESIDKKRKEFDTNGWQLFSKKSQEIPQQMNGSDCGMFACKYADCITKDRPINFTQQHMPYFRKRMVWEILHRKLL
#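 Compound: 10 µM single point, 0.5% DMSO; Test system: hSENP1 catalytic domain, recombinant; Timing: 50 min reaction at room temperature; Technique: FRET, CFP and YFP emission; Control set: no-enzyme wells low, DMSO-plus-enzyme wells high control.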
# A3A deaminase: blocks human APOBEC3A ssDNA deamination. P31941. recombinant A3A, FAM/TAMRA ssDNA deamination fluorescence. inhibition, % at 20 µM. hit rate 0.41% among 330,000. AID 493011;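 active = at least 40% inhibition at 20 µM here, with at most 30% in a related deaminase screen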;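 also: plate controls were A3A with DMSO for no effect and wells lacking A3A enzyme for full effect; some results filed as inactive read as strong as hits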
# Target sequence (P31941 whole entry, looked up): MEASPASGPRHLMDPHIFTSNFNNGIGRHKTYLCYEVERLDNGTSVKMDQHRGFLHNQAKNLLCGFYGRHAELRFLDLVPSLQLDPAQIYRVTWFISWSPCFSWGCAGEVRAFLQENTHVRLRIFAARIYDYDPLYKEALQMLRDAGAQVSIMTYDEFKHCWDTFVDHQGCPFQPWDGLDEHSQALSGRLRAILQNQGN
# hIAP activ: human IAP activation | purified human IAP, CDP-Star luminescence, 30 min; hits give high values; 1 = vehicle-only enzyme, 0 = enzyme-free background | activation factor at 10 µM | hit rate 0.16% among 330,000;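 active = activation factor of the enzyme at least 2-fold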; also: the source names both 10 and 20 µM as test concentration; values of inactives mirror those of a sister screen read the other way
# Target sequence (P09923 whole entry, looked up): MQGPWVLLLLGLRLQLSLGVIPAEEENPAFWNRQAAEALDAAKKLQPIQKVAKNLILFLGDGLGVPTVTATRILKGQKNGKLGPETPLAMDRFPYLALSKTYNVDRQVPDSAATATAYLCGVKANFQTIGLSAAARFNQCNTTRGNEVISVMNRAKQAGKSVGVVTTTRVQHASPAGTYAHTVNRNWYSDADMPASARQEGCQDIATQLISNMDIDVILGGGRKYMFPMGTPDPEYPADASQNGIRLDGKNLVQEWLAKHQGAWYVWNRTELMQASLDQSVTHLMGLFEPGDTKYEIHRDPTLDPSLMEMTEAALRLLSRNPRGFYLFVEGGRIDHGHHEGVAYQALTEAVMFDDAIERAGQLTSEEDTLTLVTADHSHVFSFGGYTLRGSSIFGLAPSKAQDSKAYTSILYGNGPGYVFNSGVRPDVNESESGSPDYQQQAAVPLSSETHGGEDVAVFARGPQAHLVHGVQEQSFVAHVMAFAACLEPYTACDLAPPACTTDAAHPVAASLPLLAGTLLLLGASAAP
# mIAP block: blocks mouse intestinal alkaline phosphatase; purified mouse IAP, CDP-Star luminescence, 30 min; inhibition, % at 10 µM; hit rate 0.2% among 330,000; AID 2806;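 active = inhibition of at least 40% at 10 µM in the primary screen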;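 also: plate controls were DMSO with enzyme for no effect and no enzyme wells for full effect; values of inactives mirror those of a sister screen read the other way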
# NLRP3 yeast inh: blocks the NALP3 inflammasome reconstituted in yeast | Yeast reconstituted NLRP3/ASC/caspase-1, beta-gal luminescence, 24 h | inhibition, % at 10 µM | hit rate 0.39% among 330,000;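 active = inhibition of 50% or more; inactive = inhibition below 50%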;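 also: plate controls were induced DMSO wells for no effect and uninduced yeast grown without galactose for full effect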
# hIAP block: blocks human intestinal alkaline phosphatase. P09923. purified IAP, CDP-Star luminescence, 30 min. hit rate 0.12% among 330,000. inhibition, % at 10 µM;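 active = inhibition reaching a set limit with compound at 10 µM in the primary screen, cut at about 35% in these data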;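 also: plate controls were DMSO wells with enzyme for no effect and no-enzyme buffer wells for full effect; values of inactives mirror those of a sister screen read the other way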
# * = called active by the depositor; · = not tested or not shown. A portion of the library (hit frequency here may not be typical).
smiles	hIAP activ	APOBEC3G inh	A3A deaminase	SENP1 inh	NLRP3 yeast inh	mIAP act	hIAP block	mIAP block	MIN6 prolif
Cn1c(=O)c2c(ncn2CC(=O)OCC(=O)Nc2cccc(Cl)c2)n(C)c1=O	1.3	-7	0	1	13	1.1	-32	-10	1
N/C(CS(=O)(=O)c1ccccn1)=N\OC(=O)c1ccc(Cl)cc1	1	-6	0	0	7	1.1	-4	-6	-2
COC(=O)c1ccc(N(CC(=O)NC2CCCCC2)C(=O)CNC(=O)c2ccco2)cc1	1	-4	1	1	6	1.1	0	-10	3
CC1CCCC(C)N1C(=O)COC(=O)CCc1nc2ccccc2c(=O)[nH]1 (configuration not stated)	0.97	-5	3	2	2	1	3	-3	0
CC(C)Oc1cc(S(=O)(=O)N2CCCCC2)ccc1N	1	-7	-5	0	19	0.97	0	2	4
O=C(NCCCn1ccnc1)C(=O)NCC(c1cccnc1)N1CCN(c2ccc(F)cc2)CC1 (configuration not stated)	1.1	2	-1	4	5	0.96	-14	4	3
COc1ccc(NC(=O)c2cccc(S(=O)(=O)Nc3ccc(Br)cc3)c2)cn1	0.91	1	1	1	18	0.86	9	14	0
CC1CCCCN1S(=O)(=O)c1ccc(C(=O)N(CCCN(C)C)c2nc3cc4c(cc3s2)OCO4)cc1 (configuration not stated)	1.1	-12	-4	3	9	0.94	-9	6	-5
COC(=O)C1=CN(C2CC2)C=C(C(=O)OC)C1c1ccc(C(=O)OC)cc1	0.9	-4	-1	-32	2	0.91	10	9	2
CCOC(=O)CNC(=O)COc1ccc(Cl)cc1Br	1	-7	0	2	10	0.98	-1	2	-3
O=C1CC(SCCO)C(=O)N1c1ccc(Oc2ccccc2)cc1 (configuration not stated)	0.98	-6	0	1	32	0.81	2	19	-3
CN(C)C(=O)CNC(=O)CN1C(=O)NC2(CCCc3sccc32)C1=O (configuration not stated)	1	-5	0	2	0	1	0	-2	0
CC(=O)C1=C(C)NC(SCc2cccc([N+](=O)[O-])c2)=C(C#N)C1c1ccco1 (configuration not stated)	0.93	-5	4	3	21	0.8	7	20	-2
Cc1cc2ccccn2c1C(=O)Nc1cccc(Cl)c1	1	-5	-5	-1	40	1.1	-3	-5	-2
CC(C)(C)NC(=O)C[n+]1ccc(C(N)=O)cc1	1.2	-6	4	1	6	1	-18	-1	2
COc1ccc(/C=C/C(=O)Nc2ccc(C)c(S(=O)(=O)N3CCOCC3)c2)cc1	1	-3	-2	8	0	0.93	-2	7	-2
O=[N+]([O-])c1ccc(NC(=S)NCC(c2cccnc2)N2CCOCC2)cc1 (configuration not stated)	0.92	-6	-3	1	15	0.92	8	8	-3
O=c1ccn(-c2ccccc2)[nH]1	1.1	-18	-7	4	11	1.1	-8	-10	-3
CCOC(=O)C(=NC1CCS(=O)(=O)C1)NNc1cc(Cl)ccc1Cl (configuration not stated)	1.1	-4	3	-7	1	0.88	-5	12	6
CCOc1ccc2oc(=O)cc(CN3CCN(C(=O)c4ccco4)CC3)c2c1	1.2	0	0	-2	4	1	-17	0	5
COc1ccc(C2=NOC(C(=O)O)C2)cc1 (configuration not stated)	0.86	-4	0	2	1	0.88	14	12	0
NC(N)=NC(N)=Nc1ccc(O)cc1	1	4	6	0	2	1	-2	-1	-2
COC(=O)C1=C(C)N=C2SC(C)C(=O)N2C1/C=C/c1ccccc1 (configuration not stated)	0.86	-1	1	-2	-14	0.94	14	6	-3
CN(C)C(CNC(=O)c1ccc(NS(=O)(=O)c2ccc(F)c(F)c2)cc1)c1ccccc1 (configuration not stated)	0.97	-8	0	1	9	1	3	0	5
COc1ccc(N2CCN(S(=O)(=O)CCNC(=O)c3cc(=O)c4ccccc4o3)CC2)cc1	1.2	-3	-1	1	16	1	-18	-3	-5
CCOc1cc(CNn2nnnc2N)cc(Cl)c1OCC(=O)NC(C)(C)C	0.97	-1	1	1	2	1.1	3	-5	-1
N#Cc1cc(Cl)c(N2CCOCC2)cc1C#N	0.91	1	-2	3	11	1	9	-1	1
Cc1c(F)cccc1NS(=O)(=O)c1ccc2c(c1)NC(=O)CO2	0.85	-5	-3	4	14	0.97	15	3	0
CN(C)c1ccc(NC(=O)CC(NCc2ccccn2)C(=O)O)cc1 (configuration not stated)	1.1	-6	-7	-2	4	1	-14	-3	1
CC(=O)Oc1ccc(/C=N/NC2=NS(=O)(=O)c3ccccc32)cc1	1	-7	-3	4	11	0.9	-2	10	-2
Cc1occc1-c1nnc(SCC(=O)N(C)CCC#N)n1N	1.3	-6	0	-1	13	0.98	-32	2	-1
CC1CCCCC1NC(=O)NC(=O)COC(=O)c1cncc(Br)c1 (configuration not stated)	1.2	-12	-2	-3	-20	1	-21	0	-2
Cc1cccc(NC(=O)CN2CCc3cc4c(cc3C2)OCCCO4)c1	1.1	0	0	-1	-12	1	-7	-1	-6
CC1=CC(C)C(C(=O)O)C(C(=O)N2CCN(C)CC2)C1 (configuration not stated)	0.96	-3	1	-1	7	0.99	4	1	-3
Cc1ccc(N(C(=O)c2csnn2)C(C(=O)NC2CCCC2)c2ccccn2)c(C)c1 (configuration not stated)	0.84	-9	-5	3	14	0.96	16	4	3
CC(=O)NCCOc1nc(N(C)C)nc(N(C)C)n1	0.98	-6	-1	2	4	1	2	0	-2
CN(/N=C/c1ccc(C(C)(C)C)cc1)C1=NCCN1	1	0	1	2	-8	0.92	-1	8	6
CSc1nsc(SCC(=O)NC2CCCCC2)n1	1.1	-5	-2	2	20	0.97	-6	3	-2
O=C(/C=C/Nc1ccccc1Br)c1ccccn1	1.1	-1	-1	-48	37	0.93	-13	7	-7
O=C(COC(=O)c1ccc2[nH]c3c(c2c1)CCCC3)NC1CCS(=O)(=O)C1 (configuration not stated)	1.3	-2	-8	-80	-1	1.1	-31	-14	-1
CCOCCCNC(=S)N1CCN(C(=O)C(=O)Nc2ccc(C(=O)OC)cc2)CC1	1.1	1	1	2	17	1	-10	-4	-5
Nc1cccc2c1C(=O)N(Cc1nnc(-c3ccccc3Br)o1)C2=O	0.98	-1	1	-23	6	1.1	2	-6	-2
COc1ccccc1N1CC(C(=O)Nc2cc(C(F)(F)F)ccc2N2CCCC2)CC1=O (configuration not stated)	0.94	-8	8	-1	7	1	6	-1	-1
CN(C)CCCNc1ncnc2scc(-c3ccccc3)c12	1.1	-11	-4	-3	-5	1	-14	-3	-5
Nc1nnc(CSCc2ccc(Cl)cc2Cl)s1	1	-6	6	-3	-8	0.98	-3	2	-2
CCCc1cc(=O)oc2cc(C)cc(OCC(=O)NC(Cc3ccc(Cl)cc3)C(=O)O)c12 (configuration not stated)	1	1	7	5	9	1	0	-1	-2
Cc1cc(C)nc(-n2nc(C)cc2NC(=O)CN2CCC(C)CC2)n1	0.95	-2	2	1	-3	1.1	5	-6	4.9*
CCOC(=O)c1ccc(N2C(=O)C=C(N3CCOCC3)C2=O)cc1	1.1	-2	5	11	16	0.99	-14	1	0
O=C(NNC(=O)c1ccccc1F)c1ccc2nc[nH]c2c1	1.3	-2	1	1	4	0.93	-33	7	-4
CN1C(=O)CC(Sc2ccccc2C(=O)O)C1=O (configuration not stated)	1	-2	1	1	6	0.98	-5	2	4

# In a second layout: entries from further up
CN1C(=O)CC(Sc2ccccc2C(=O)O)C1=O (configuration not stated)
  hIAP activ: 1	APOBEC3G inh: -2	A3A deaminase: 1	SENP1 inh: 1	NLRP3 yeast inh: 6	mIAP act: 0.98	hIAP block: -5	mIAP block: 2	MIN6 prolif: 4
O=C(NNC(=O)c1ccccc1F)c1ccc2nc[nH]c2c1
  hIAP activ: 1.3	APOBEC3G inh: -2	A3A deaminase: 1	SENP1 inh: 1	NLRP3 yeast inh: 4	mIAP act: 0.93	hIAP block: -33	mIAP block: 7	MIN6 prolif: -4
CC(=O)NCCOc1nc(N(C)C)nc(N(C)C)n1
  hIAP activ: 0.98	APOBEC3G inh: -6	A3A deaminase: -1	SENP1 inh: 2	NLRP3 yeast inh: 4	mIAP act: 1	hIAP block: 2	mIAP block: 0	MIN6 prolif: -2

# (continued)
smiles	hIAP activ	APOBEC3G inh	A3A deaminase	SENP1 inh	NLRP3 yeast inh	mIAP act	hIAP block	mIAP block	MIN6 prolif
CCOC(=O)CNC(=O)c1cc(-c2ccc3c(c2)OCCO3)oc1C	0.89	-5	-4	-1	11	1	11	0	-1
Cc1noc(C)c1COC(=O)c1cc2c3ccccc3n(C)c2s1	0.94	0	2	-6	19	0.95	6	5	-2
Cc1cc(C)n(C(=O)C(C(=O)c2ccccc2)C(C)C)n1 (configuration not stated)	1.1	-2	-2	0	-36	0.94	-6	6	1
C/C(=N\NC(=O)CN1CCCCC1)c1cccc([N+](=O)[O-])c1	1.3	-5	1	0	10	1	-31	-4	-1
Cc1cnc(-c2nnc(N(C)C(=O)C3CCCO3)s2)cn1 (configuration not stated)	1.1	-2	-1	0	-2	1.2	-7	-18	-2
COc1ccc(-c2noc(CCC(=O)Nc3nc4ccccc4s3)n2)cc1	1.2	-9	-8	·	17	1	-19	-3	1
CCSc1ncc(Cl)c(C(=O)Nc2ccccc2Cl)n1	0.94	1	0	2	11	0.96	6	4	0
COc1cc(-c2noc(-c3cccs3)n2)cc(OC)c1OC	0.98	-3	0	-2	17	1	2	0	1
Cc1ccc(CNC(=O)C2CCN(S(=O)(=O)N3CCOCC3)CC2)cc1	1.1	1	4	-1	4	1	-5	-1	-2
O=C(CN1CCN(c2ncc(C(F)(F)F)cc2Cl)CC1)NCCNc1ncc(C(F)(F)F)cc1Cl	1.1	-3	-20	0	6	0.97	-8	2	-6
C/C(=N\NC(=O)c1cccc(F)c1)c1ccc(Br)s1	1	-2	-1	2	6	0.96	-2	4	-4
COc1ccc(C(=O)c2cc3cccc(OC)c3o2)cc1	0.9	0	2	2	30	0.95	10	5	1
CCOC(=O)C1CCN(C(=O)CN2C(=O)NC(C)(c3ccc4cc(OC)ccc4c3)C2=O)CC1 (configuration not stated)	0.98	-4	-3	1	16	1	2	-3	0
CS(=O)(=O)Nc1ccc(C(=O)Nc2ccc3c(c2)OCO3)cc1	1	-5	-4	0	15	0.98	-2	2	0
COc1ccc(C(=O)NCCc2c[nH]c3ccccc23)cc1OC	1.1	-4	-6	-2	16	0.94	-10	6	-2
COC(=O)c1ccc(C)c(NS(=O)(=O)c2ccc(NC(C)=O)cc2)c1	0.96	-8	-3	1	-7	1	4	-3	1
Cc1csc(=O)n1CCC(=O)OCC(=O)Nc1ccc(C(N)=O)cc1	1.1	-6	2	1	-3	0.97	-10	3	3
Cc1nc(-c2ccc(C(=O)O)cc2)cs1	0.94	-3	2	2	5	1.1	6	-7	-1
COc1ccc(NC(=S)N2CCCC2c2ccc(OC)c(OC)c2)cc1 (configuration not stated)	0.96	-5	1	0	0	1	4	-3	1
CCOc1cccc(CN2CCN(CCc3ccccc3)C(CCO)C2)c1O (configuration not stated)	0.99	-6	2	1	7	0.96	1	4	-1
CCCCNC(=S)N(CCCO)Cc1cc2cc3c(cc2[nH]c1=O)OCCO3	1.1	-10	-6	-7	21	1.1	-11	-8	-1
